DNMT1 inh – blocks human DNA methyltransferase DNMT1; inhibition (reported as % activation of signal), % at 10 µM; AID 588458; 0.83% of 360,000 active; P26358; DNMT1 molecular beacon, Hinp1I cleavage, fluorescence; in the data active = inhibition above about 50%
SKN-1 inh – inhibitors of C. elegans SKN-1. 0.49% of 360,000 active. C. elegans VP596 Pgst-4::GFP/RFP ratio, acrylamide-induced, 24 h. inhibition, % at 21.8 µM;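 active = interference check ratio from 0.5 to 1.5 plus GFP to RFP signal ratio inhibition reaching or exceeding a fixed threshold, cut at about 30% in these data, passing the limit was not always enough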; also: some compounds called inactive have numbers as strong as hits
SUMO1-SIM PPI – SUMO1-SIM interaction modulation; P63165; SUMO1 binding to a labelled peptide, TR-FRET, 1 h; inhibition, % at 20 µM; 0.33% of 360,000 active; AID 602429; in the data active = inhibition above about 37%
Target sequence (P63165 whole entry, looked up): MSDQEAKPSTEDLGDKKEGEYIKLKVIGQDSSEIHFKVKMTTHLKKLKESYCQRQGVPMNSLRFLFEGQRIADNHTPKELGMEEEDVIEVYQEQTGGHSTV
NRP1-CendR mod – modulators of CendR peptide binding to human neuropilin-1; 0.85% of 360,000 active; O14786; inhibition, % at 25 µM; FAM-RPARPAR peptide binding to NRP-1, fluorescence polarization; AID 602438;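 active = inhibition or corrected inhibition above about 18%, plus a signal ratio from 0.5 to 1.5, limit read from the data, passing the limit was not always enough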; also: strong numbers were not always called active
Target sequence (O14786 whole entry, looked up): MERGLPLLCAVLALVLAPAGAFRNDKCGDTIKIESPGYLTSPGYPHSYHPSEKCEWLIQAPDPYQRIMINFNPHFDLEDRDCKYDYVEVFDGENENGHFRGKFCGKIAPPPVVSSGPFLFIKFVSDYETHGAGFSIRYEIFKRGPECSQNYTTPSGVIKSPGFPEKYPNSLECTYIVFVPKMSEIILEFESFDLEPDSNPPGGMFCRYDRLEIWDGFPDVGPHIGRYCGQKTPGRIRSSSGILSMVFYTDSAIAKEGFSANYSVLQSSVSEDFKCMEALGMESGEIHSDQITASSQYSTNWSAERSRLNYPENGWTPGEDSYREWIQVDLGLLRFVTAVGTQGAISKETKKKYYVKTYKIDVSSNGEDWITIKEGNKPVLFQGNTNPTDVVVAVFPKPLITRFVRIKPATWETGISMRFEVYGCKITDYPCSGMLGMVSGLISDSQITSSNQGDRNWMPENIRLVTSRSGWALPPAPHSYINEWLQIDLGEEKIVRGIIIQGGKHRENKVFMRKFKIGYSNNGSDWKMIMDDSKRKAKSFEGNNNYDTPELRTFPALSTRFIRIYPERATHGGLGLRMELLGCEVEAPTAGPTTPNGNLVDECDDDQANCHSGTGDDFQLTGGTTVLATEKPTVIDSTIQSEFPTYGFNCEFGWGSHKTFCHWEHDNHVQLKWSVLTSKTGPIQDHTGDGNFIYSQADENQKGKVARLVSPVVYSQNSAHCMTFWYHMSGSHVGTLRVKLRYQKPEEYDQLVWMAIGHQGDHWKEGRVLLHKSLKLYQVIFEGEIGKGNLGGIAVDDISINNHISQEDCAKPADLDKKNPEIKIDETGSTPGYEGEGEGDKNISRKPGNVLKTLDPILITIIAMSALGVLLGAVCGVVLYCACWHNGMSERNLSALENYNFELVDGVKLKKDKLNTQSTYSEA
Scp-1 inhibitor – Scp-1 (human) phosphatase inhibition; Recombinant Scp1, phosphopeptide, malachite green phosphate absorbance; 0.88% of 340,000 active; Q9GZU7; inhibition, % at 20 µM; AID 493091;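 active = inhibition above about 50% at 20 µM, limit read from the data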;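 also: plate controls were DMSO wells with enzyme for no effect and wells lacking enzyme for full effect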
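Test system: SCP-1 phosphatase catalytic domain, residues 76-261 | Compound dosing: One concentration, 20 µM, with 1.0% DMSO | Schedule: 45 min room-temperature reaction, 5 min colour, 30 min stabiliser | Detection: Absorbance at 630 nm | Read-out basis: % inhibition of SCP-1 phosphate liberation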
MT1-MMP act inh – blocks activation of human MT1-MMP; HT1080 RFP-PRO-GFP cells, GFP/RFP ratio fluorescence, overnight; percent of plate control window, DMSO zero; 0.061% of 360,000 active; AID 651647; GFP/RFP ratio change, % at 20 µM;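 active = GFP/RFP ratio change of at least 30% with cell ATP level not reduced by more than half and red fluorescence within 50% of control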; also: strong numbers were not always called active
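Assay system: RFP-PRO-GFP reporter HT1080 cells; read-out basis: GFP/RFP fluorescence ratio; benchmarks: DMSO wells and RFP-L50D-GFP cells; doses: 20 µM single dose, 1% DMSO; schedule: overnight cell settling, then overnight compound exposure, 37 °C, 5% CO2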
NadD block – blocks S. aureus nicotinate mononucleotide adenylyltransferase | purified NadD enzyme, colorimetric absorbance read-out | inhibition, % at 20 µM | 0.78% of 360,000 active; in the data active = inhibition above about 26%; also: some compounds past the cut are filed as inactive
Rpn11 block – Rpn11 (human) deubiquitinase inhibition | O00487 | human 26S proteasome, Ub4-pepOG fluorescence polarization; 20S core pre-blocked with epoxomicin | calls only at 20 µM | 0.59% of 360,000 active | AID 588493;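 active = inhibition at 20 µM, scaled to each plate's controls, above about 33%, limit read from the data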
LMPTP block – blocks human LMPTP phosphatase; P24666; recombinant LMPTP-A, OMFP fluorogenic substrate, fluorescence intensity; inhibition, % at 20 µM; 0.22% of 360,000 active; AID 651560;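 active = compounds that cut the enzyme signal by at least half of the control window in the single-dose screen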;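 also: plate controls were DMSO wells with enzyme plus substrate for no effect and substrate without enzyme for full effect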
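Test system – LMPTP-A enzyme · Amount – LMPTP-A at 0.625 nM final in the reaction · Buffer or medium – Bis-Tris pH 6.0, DTT, detergent · Reagent – OMFP 400 µM · Doses – single 20 µM dose · Schedule – reaction 50 min, room temperature, dark · Detection – fluorescence intensity of OMFP turnover product · Evaluation – percent inhibition versus substrate-only and uninhibited controls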
STEP block – blocks human striatal-enriched tyrosine phosphatase; inhibition, % at 20 µM; recombinant STEP, OMFP fluorogenic substrate, fluorescence; P54829; AID 588621; 0.25% of 360,000 active;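 active = inhibition at 20 µM, scaled per plate between control wells, above about 37%, limit read from the data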;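 also: 0% = DMSO with enzyme and substrate and 100% = substrate only without enzyme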
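Assay system: isolated STEP enzyme. Buffer or medium: pH 6.0 Bis-Tris with DTT and Tween 20. Also added: fluorogenic phosphatase substrate OMFP at 25 µM final. Dosing: 20 µM, 1% DMSO. Timing: 20 min reaction, room temperature, in the dark. Measured by: fluorescence intensity, excitation 480 nm, emission 540 nm. Evaluation: normalized % inhibition.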
Starred values were filed as active, the others as inactive; i = inactive; nt = not tested or not shown; + = active, no number.

mol	DNMT1 inh	SKN-1 inh	SUMO1-SIM PPI	NRP1-CendR mod	Scp-1 inhibitor	MT1-MMP act inh	NadD block	Rpn11 block	LMPTP block	STEP block
Cc1cc(C)cc(OC(=O)C23CCC(C)(C(=O)O2)C3(C)C)c1 (stereo not given)	-0.1	-5.7	1.0	1.1	5.5	9.1	0.1	i	-0.9	0.5
CC(=O)C1=C(O)C(=CC=Cc2ccccc2)OC1=O	4.5	9.4	-12.5	-92.5	nt	-4.5	0.2	+	-0.5	2.3
O=C(CSc1ncnc2scc(-c3ccc(Cl)cc3)c12)NCc1ccc2c(c1)OCO2	15.1	46.5*	-0.4	-3.9	-6.9	-2.4	-6.5	i	2.7	3.3
COc1ccc(OCCC(=O)OCC(=O)NC(=O)NC(C)(C)C)cc1	-1.6	-0.5	2.1	-0.2	-4.7	7.1	0.4	i	-1.8	0.6
Nc1nnc(-c2ccccc2Cl)s1	5.2	-3.7	-1.1	4.6	-3.2	5.6	3.4	i	-0.2	3.8
CCN(Cc1ccccc1)c1c(C(=O)O)cnc2c1cnn2C	3.8	7.3	2.5	-7.4	-8.7	-5.2	-4.4	i	1.4	-0.9
COc1ccc(/C=C2\SC(=O)N(CCC(=O)Nc3ccccc3)C2=O)cc1OC	-9.1	-2.6	-1.0	-10.6	-1.8	-11.3	1.4	i	-0.7	-0.7
CCN(CC(=O)Nc1ccc(NC(C)=O)cc1)C(=O)/C=C/c1ccc(S(=O)(=O)N2CCCCCC2)cc1	-2.9	10.5	-14.8	12.8	3.8	-6.6	8.7	i	0.0	-1.1
Cc1cccc(NC(=O)CNC(=O)c2cccs2)n1	6.3	-16.9	2.5	1.6	-2.0	2.6	-5.0	i	1.4	-2.9
O=C(NC(Cc1ccccc1)C(=O)O)/C(=C\c1ccc(F)cc1)NC(=O)c1ccco1 (stereo not given)	0.1	4.5	9.4	9.5	0.9	0.4	3.1	i	0.2	-0.7

mol	DNMT1 inh	SKN-1 inh	SUMO1-SIM PPI	NRP1-CendR mod	Scp-1 inhibitor	MT1-MMP act inh	NadD block	Rpn11 block	LMPTP block	STEP block
CC(=O)Nc1cccc(NC(=O)CSc2ncc(-c3ccc(Cl)cc3)n2Cc2ccco2)c1	-18.0	-5.0	1.5	-0.8	2.6	-7.6	3.0	i	3.8	0.3
Cc1ccccc1CSCC(=O)Nc1ccccc1F	0.3	0.3	1.0	21.5	-5.7	-0.6	-3.3	i	-0.6	-2.2
CC[C@@H]1CCCCc2ccccc2[C@H](C(=O)C[C@@H](O)CC(C)=O)OC1=O	0.8	-15.2	-1.5	2.4	8.2	-1.6	-1.1	i	-0.7	-0.4
Cn1c(=O)[nH]c(=O)c2[nH]c(CO)nc21	2.0	-4.2	-1.2	-0.9	-0.3	3.0	-1.8	i	0.0	0.4
Oc1ccccc1CNCc1ccccc1	-2.9	-10.4	1.0	0.4	-4.4	1.5	1.9	i	-1.2	-1.9
Cc1cc2cc(CN(Cc3nnnn3C3CCCCC3)CC3CCCO3)c(=O)[nH]c2cc1C (stereo not given)	-3.5	-2.2	12.3	-8.2	-1.0	0.0	11.5	i	-1.6	1.4
CC1(NC(=O)c2cccc(S(=O)(=O)N3CCCc4ccccc43)c2)CCS(=O)(=O)C1 (stereo not given)	-1.0	-4.9	5.0	4.4	-3.9	-4.3	0.9	i	-0.6	0.6
Cc1cc(C)c2c(=O)[nH]c(SCC(=O)N3CCOCC3)nc2n1	2.9	-0.8	-0.8	-7.4	-6.0	-0.3	-2.9	i	-3.7	0.2
CCc1ccccc1NC(=O)NCc1ccccn1	0.3	-1.8	10.8	-1.2	-5.0	2.1	-5.7	i	-1.5	3.3
O=C(C1CCN(S(=O)(=O)N2CCCCC2)CC1)N1CCCCC1	-2.1	1.1	-1.3	6.2	-4.2	0.1	-0.7	i	-2.2	-2.0

Quoted from the listing:
Entry of CC(=O)Nc1cccc(NC(=O)CSc2ncc(-c3ccc(Cl)cc3)n2Cc2ccco2)c1 under MT1-MMP act inh: -7.6
Entry of Cc1ccccc1CSCC(=O)Nc1ccccc1F under SUMO1-SIM PPI: 1.0

Carrying on:
mol	DNMT1 inh	SKN-1 inh	SUMO1-SIM PPI	NRP1-CendR mod	Scp-1 inhibitor	MT1-MMP act inh	NadD block	Rpn11 block	LMPTP block	STEP block
c1ccc(-c2oc3ncnc(NCCCn4ccnc4)c3c2-c2ccccc2)cc1	-7.4	17.0	-20.8	0.4	3.1	-20.1	13.6	i	0.7	5.5
Cc1cc(C)nc(N/N=C/c2ccc(N3CCOCC3)cc2)n1	0.0	-12.0	-13.2	-1.4	1.6	0.8	-14.0	i	-0.1	1.3
C/C(CC(=O)c1ccccc1)=N\NC(=O)CC#N	-0.3	-14.3	-0.8	-12.9	10.2	-4.7	5.1	i	-0.3	-0.6
CN(C)C(CNC(=O)c1ccc(Br)cc1)c1ccco1 (stereo not given)	0.1	0.0	4.5	6.0	-3.0	1.3	-3.1	i	-2.1	-1.2
CCN(CC)P(=O)(/C(Cl)=C\Nc1c(C)n(C)n(-c2ccccc2)c1=O)N(CC)CC	-1.5	38.6*	-0.3	12.9	-15.7	1.0	0.5	i	-1.3	-2.1
O=C(Nc1ccc(F)cc1F)NC1CCCCCCC1	3.0	-0.2	5.7	6.4	-8.3	-4.7	-2.1	i	-0.3	-1.7
CN1CCC(N(C)C(=O)c2ccc(Cl)c(S(=O)(=O)N3CCc4ccccc43)c2)CC1	-5.3	18.4	-2.1	-6.0	4.3	4.3	-8.6	i	0.3	1.2
O=S(=O)(Nc1nccs1)c1ccc(Br)cc1	3.7	9.5	3.9	-6.3	-6.0	-1.0	0.4	i	0.0	-0.4
COc1ccc2ccc3cccc[n+]3c2c1	16.0	3.1	-20.2	1.2	5.5	2.0	-5.5	i	-0.8	-0.9
O=C(NN1CCOCC1)c1ccc(S(=O)(=O)N2CCCCC2)cc1	-1.7	1.4	-0.6	-4.3	-6.2	-0.4	-11.4	i	-0.7	-5.9

mol	DNMT1 inh	SKN-1 inh	SUMO1-SIM PPI	NRP1-CendR mod	Scp-1 inhibitor	MT1-MMP act inh	NadD block	Rpn11 block	LMPTP block	STEP block
COc1ccc2oc(C(=O)OC/C(O)=C(\C#N)c3nc4ccccc4[nH]3)c(C)c2c1	20.6	4.5	-1.8	-41.8	-4.1	-11.0	20.1	i	0.2	-1.9
CCn1c(SCC(=O)c2ccc3c(c2)OCCO3)nnc1-c1ccco1	-3.3	-2.6	-2.8	-3.6	-5.2	0.9	-7.0	i	1.5	2.4
COc1ccc(C(C(=O)NCc2ccccc2)N(C(=O)c2snc(C(N)=O)c2N)C2CCCC2)cc1O (stereo not given)	-3.2	6.5	-6.0	16.1	-9.8	-0.6	2.3	i	0.6	0.8
CC(C)=NNc1nc2sc3c(c2c(=O)[nH]1)CC(C)(C)OC3	8.3	8.5	1.5	0.7	-7.0	3.3	-0.4	i	-0.4	-0.8
COC(Cc1n[nH]c(=S)n1-c1ccccc1)OC	3.9	5.1	-2.5	-2.0	2.1	5.8	-0.7	i	-2.2	2.7
CCC(C)(C)C1CCC2(CC1)NC(=O)N(CC(=O)NCCc1c[nH]c3ccccc13)C2=O (stereo not given)	-7.8	12.5	-1.3	-3.4	-1.7	-1.1	-1.8	i	3.0	0.2
Cc1nn(-c2ccccc2)c(Cl)c1C(=O)OC(C)C(=O)NC(=O)NC1CCCCC1 (stereo not given)	-7.1	11.1	25.8	-6.7	-3.3	1.8	-5.8	i	1.4	-1.8
CC(C)N(CCC(=O)c1ccc2ccccc2c1)Cc1ccccc1	17.3	-12.6	-15.3	6.2	-3.5	-1.6	-4.9	i	0.4	2.2
O=C(Cn1c(=O)n(-c2ccc(F)cc2)c(=O)c2sccc21)N1CCCC1	6.4	0.9	-5.7	-0.7	-1.7	4.9	-0.1	i	-2.0	0.6
CCn1c(-c2ccccc2Cl)nn(CC(=O)Nc2ccc(OC)cc2)c1=S	-1.3	1.7	0.2	-1.5	-17.6	2.0	0.8	i	0.3	-14.4

mol	DNMT1 inh	SKN-1 inh	SUMO1-SIM PPI	NRP1-CendR mod	Scp-1 inhibitor	MT1-MMP act inh	NadD block	Rpn11 block	LMPTP block	STEP block
Clc1ccc(CN2CCN(c3ncccn3)CC2)c(Cl)c1	-1.1	18.8	4.9	6.5	-5.1	10.5	9.3	i	-0.5	-1.8
CC1=CC(C)(C)N(C(=O)CSc2nccn2C)c2cc(C)ccc21	-1.9	7.9	-4.0	-4.3	-4.0	3.2	6.2	i	-0.4	-0.6
N/C(Cc1ccc([N+](=O)[O-])cc1)=N\OC(=O)C1CCCCC1	1.1	2.9	-15.3	8.1	-9.6	1.3	-3.9	i	-0.9	-2.5
Cc1nc(N)ncc1Sc1ccccc1	0.2	-6.9	3.4	-12.6	-8.9	-0.9	-2.8	i	0.0	-0.8
CC(NC(=O)CSc1nnc(-c2cc3cc(Cl)ccc3o2)n1C)c1ccccc1 (stereo not given)	-2.2	4.3	-2.4	3.0	-5.0	1.3	5.3	i	-0.5	1.8
O=C(O)CC(CNS(=O)(=O)c1cccc2nsnc12)c1ccccc1 (stereo not given)	5.4	-6.3	-17.0	0.7	-1.4	-1.4	0.8	i	2.3	3.7
COc1ccc(C(C)(C)C)cc1NC(=O)Nc1ccc2c(c1)OCO2	-13.2	10.5	0.7	-10.6	-4.8	-1.7	3.6	i	3.6	0.1
O=C(Nc1ccccc1NC(=O)NC1CCCCC1)NC1CCCCC1	39.7	-8.1	0.0	0.4	2.9	1.7	-3.2	i	-1.6	-0.1
CCOC(=O)c1c(CN2CCCCC2)n(C)c2cc(Br)c(O)c(CN(C)C)c12	0.8	-5.3	4.8	-8.3	-12.9	4.0	1.2	i	0.7	3.0

Assay outcomes as filed in PubChem.
